Screening results as filed in PubChem.
NFkB transloc inh: blocks IL-1B driven NFkB nuclear translocation in HUVEC cells. hit rate 0.43% among 94,000. HUVEC IL-1B NFkB p65 nuclear translocation imaging. inhibition, % at 2 µM;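 active = inhibition above about 30% together with a positive call from visual inspection of the well image, limit read from the data; inconclusive = inhibition above a set limit but visual check negative; inactive = inhibition not above a set limit, visual check negative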;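 also: nuclear over cytoplasmic p65 intensity ratio measured by imaging; 0% = IL-1B stimulated DMSO wells and 100% = unstimulated DMSO wells; values of inactives mirror those of a sister screen read the other way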
Bcl-B TR3 displacers: displacers of TR3 peptide from Bcl-B, primary screen, selectivity assay for Bfl-1 inhibitor project, biochemical, fluorescence polarization; FP displacement of FITC-TR3 peptide from Bcl-B; higher % means a stronger effect; displacement, % at 20 µM, or IC50 in µM where a hit was titrated; hit rate 0.11% among 96,000; AID 748;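 active = displacement above 50% at 20 µM plus a fluorescence interference ratio under 1.5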;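 also: plate controls were wells without compound for no effect and wells lacking Bcl-B protein for full effect; a part of the inactive calls stands beside numbers as strong as those of hits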
NFkB transloc pot: enhances IL-1B driven NFkB nuclear translocation. HUVEC IL-1B NFkB p65 nuclear translocation imaging. activation, % at 2 µM. hit rate 0.3% among 94,000. AID 819;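 active = activation above 40%, about the mean plus 3 SD, also judged a hit on visual image review; inconclusive = activation above 40% but not a hit on visual review; inactive = activation not above 40% and no visual hit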;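 also: percent activation is computed from the nuclear over cytoplasmic p65 intensity ratio; values of inactives mirror those of a sister screen read the other way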
PLAP inhibitors HTS: inhibition of human placental alkaline phosphatase – biochemical, luminescence, HTS (AID 690); purified PLAP, luminescent substrate; higher % means a stronger effect; one-dose inhibition, % at 20 µM; IC50 in µM for titrated hits; hit rate 0.08% among 96,000; in the data active = a potency from the dose series; inactive = the rest, 99 in 100 with inhibition below about 30%; also: strong numbers were not always called active
MRP resist rev: reverses drug resistance mediated by MRP | differential viability (reversal), % at 10 µM | H69AR cells + 2 uM doxorubicin, CellTiter-Glo, 72 h | hit rate 0.04% among 85,000;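 active = viability drop by adding the cancer drug above about 55%, with treated viability meeting a 40% cutoff, limit read from the data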;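 also: viability without doxorubicin minus viability with 2 µM doxorubicin for each compound; larger differential means the compound sensitizes cells more to doxorubicin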
MRP resist rev cytotoxicity: further read-out of MRP resist rev, marked with its call; viability, %; H69AR cells, CellTiter-Glo, 72 h; measured here: cytotoxicity without doxorubicin
MRP resist rev with doxorubicin: second read-out of MRP resist rev, no call of its own (marks repeat the call); viability, %; measured here: viability with 2 uM doxorubicin; stronger effect = lower value
NFkB transloc inh cell count 2 µM: also measured in NFkB transloc inh; calls as there; cell count; measured here: cells passing quality filter;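 raw number of nuclei counted in each imaged well without normalization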
NFkB transloc pot cell count 2 µM: further read-out of NFkB transloc pot, marked with its call; cell count; measured here: cells passing quality filter
Active calls of the source: *; ? = inconclusive; / = not tested or not shown. Some of the compounds tested; count on the stated rates, not on these rows.

SMILES	NFkB transloc inh	NFkB transloc inh cell count 2 µM	Bcl-B TR3 displacers	NFkB transloc pot	NFkB transloc pot cell count 2 µM	PLAP inhibitors HTS	MRP resist rev	MRP resist rev cytotoxicity	MRP resist rev with doxorubicin
Cc1cc(C(=O)Nc2c(C)n(C)n(-c3ccccc3)c2=O)c2ccccc2n1	-8	162	0%	8	162	6%	-6	97	103
CCCc1cc(=O)n2[nH]c(NCc3cccs3)nc2n1	16	61	-5%	-16	61	7%	-35	90	124
C=CCn1c(CCC(=O)Nc2ccc(C)c(Cl)c2)nnc1SCC(=O)Nc1ccccc1C	-10	110	0%	10	110	-30%	/	/	/
COc1ccc(-n2c(CCc3ccccc3)nnc2SCC(=O)NCc2ccccc2)cc1	-9	117	-9%	9	117	-55%	-19	68	87
COCCn1c(COc2ccc(OC)cc2)nc2ccccc21	1	136	-10%	-1	136	-4%	7	92	84
Cc1ccc(S(=O)(=O)Nc2nc3ccccc3nc2N2CCN(c3ccccc3F)CC2)cc1	-12	180	1%	12	180	-64%	-8	101	109
COc1ccc(-c2cnc(SCC(=O)Nc3cc(C)on3)n2Cc2ccco2)cc1	-19	188	-20%	19	188	10%	-4	91	95
O=C(O)Cn1c(SC2CCCCC2)nc2ccccc21	-10	141	-3%	10	141	-11%	1	93	92
COc1ccc(C2NC3=C(CCC3)C3(C#N)C4(N=C(N)C23C#N)OCCO4)cc1 (centres undefined)	-16	122	1%	16	122	-43%	1	95	94
CC(=O)Nc1ccc(OC(=O)c2cc([N+](=O)[O-])ccc2Cl)cc1	-4	144	1%	-5	151	18%	/	/	/
COc1ccc(-c2nnc(SCC(=O)NC(=O)NCc3ccco3)o2)cc1	-4	135	-2%	4	135	13%	-6	86	92
Cc1ccc(S(=O)(=O)Cn2cnnn2)cc1	/	/	-7%	/	/	14%	-5	92	96
CCc1ccc(-c2cc(C(=O)Nc3c(C)n(C)n(-c4ccccc4)c3=O)c3ccccc3n2)s1	-32	198	-106%	32	198	-26%	/	/	/
Nc1cccc(C(=O)Nc2ccc(N)cc2Cl)c1	-13	73	4%	13	73	-11%	10	91	80
CCCCN(CC)CCNS(=O)(=O)c1ccc2c(c1)oc(=O)n2C	-42	153	-2%	?	/	12%	8	94	86
CCN(CC)C(=O)Oc1ccccc1NC(C)=O	-11	156	-5%	11	156	-20%	-8	96	104
CCC(=O)Nc1cccc(NC(C)=O)c1	8	177	/	-8	177	-8%	1	109	107
O=C(Nc1ccc(N2CCCCC2)c(Cl)c1)c1ccc(N2CCOCC2)c([N+](=O)[O-])c1	0	136	3%	0	136	-40%	/	/	/
CCCCC(=O)Nc1ccc(C(=O)N2CCC(C(=O)OCC)CC2)cc1	0	108	0%	0	108	-29%	1	81	81
O=C(CSc1nnc(-c2c[nH]c3ccccc23)o1)N1CCCCC1	-6	117	6%	6	117	23%	15	103	88
CC1=Nn2c(nnc2-c2ccc(F)cc2)SC1	-9	161	-5%	9	161	5%	11	103	91
COc1cc(C(=O)NCC2CCCO2)cc(OC)c1OC (centres undefined)	1	133	/	-1	133	/	1	82	81
O=C(C1CCN(S(=O)(=O)c2cnc[nH]2)CC1)N1CCN(Cc2ccc3c(c2)OCO3)CC1	/	/	-8%	/	/	-48%	0	102	102
CCOC(=O)c1ccc(NC(=O)N2CCCCC2)cc1	-7	180	1%	7	180	11%	-11	97	108
CCC(CC)C(=O)NCCNC(=O)C(CC)CC	-4	155	-4%	4	155	6%	-12	89	100
N#Cc1c(N2C(=O)C3C4C=CC(C4)C3C2=O)sc2c1CCC2 (centres undefined)	-7	117	-1%	7	117	8%	-7	88	96
O=C(NNC(=O)C1CCCO1)c1ccc(Cl)cc1 (centres undefined)	11	141	-2%	-11	141	-120%	/	/	/
COc1ccc(-n2c(SCc3ccc(C#N)cc3)nnc2-c2ccccn2)cc1	-8	160	-1%	8	160	-29%	-10	105	115
O=C1/C(=C/c2ccc([N+](=O)[O-])cc2)C=C(c2ccccc2)N1c1ccc(O)cc1	-10	202	-21%	10	202	-17%	21	26	6
CCOC(=O)c1c(NC(=O)c2nn(CC)cc2Br)sc(C)c1C	-15	154	-12%	15	154	6%	11	68	57

Arranged by molecular weight (highest first): part of the list above
SMILES	NFkB transloc inh	NFkB transloc inh cell count 2 µM	Bcl-B TR3 displacers	NFkB transloc pot	NFkB transloc pot cell count 2 µM	PLAP inhibitors HTS	MRP resist rev	MRP resist rev cytotoxicity	MRP resist rev with doxorubicin
COc1ccc(-n2c(SCc3ccc(C#N)cc3)nnc2-c2ccccn2)cc1	-8	160	-1%	8	160	-29%	-10	105	115
CCN(CC)C(=O)Oc1ccccc1NC(C)=O	-11	156	-5%	11	156	-20%	-8	96	104
CCC(=O)Nc1cccc(NC(C)=O)c1	8	177	/	-8	177	-8%	1	109	107

More results follow:
SMILES	NFkB transloc inh	NFkB transloc inh cell count 2 µM	Bcl-B TR3 displacers	NFkB transloc pot	NFkB transloc pot cell count 2 µM	PLAP inhibitors HTS	MRP resist rev	MRP resist rev cytotoxicity	MRP resist rev with doxorubicin
COc1ccc(CN2CCOCC2)cc1Br	-2	102	-5%	2	102	4%	7	92	85
CCOc1ccccc1NC(=O)c1ccc(Cl)c(NC(=O)CC(c2ccccc2)c2ccccc2)c1	2	145	11%	-2	145	-6%	/	/	/
CCCCCCCCOC1OC(CO)C(O)C(O)C1NC(C)=O (centres undefined)	3	177	-8%	/	/	17%	/	/	/
Cn1c(SCC(=O)NCc2ccco2)nnc1-c1c[nH]c2ccccc12	/	/	18%	/	/	-14%	7	91	83
N#Cc1cc2c(nc1SCC(=O)Nc1sc3c(c1C#N)CCC3)CCCCCC2	-2	172	-1%	2	172	15%	-6	11	17
CCC(=O)N(Cc1cc2cccc(C)c2[nH]c1=O)c1ccccc1OC	-2	191	-2%	2	191	-17%	0	85	85
Nc1c(N=Nc2cccc(Cl)c2)c(=O)[nH]n1-c1ccccc1	-6	127	6%	5	127	8%	/	/	/
CCN(CC)CC(=O)c1c[nH]c2ccc(C)cc12	0	159	0%	0	159	-1%	-4	76	81
Cc1ccccc1OCC(O)Cn1c(NCc2ccco2)nc2c1c(=O)[nH]c(=O)n2C (centres undefined)	6	97	-2%	-6	97	16%	-4	81	85
CC(=O)c1c(C)oc(C)c1CSCc1ccc(C(=O)O)o1	-10	159	46%	10	159	-53%	-27	62	89
COc1ccc(CCNC(=O)C(=O)N2CCCCC2)cc1OC	-12	106	/	12	106	/	-8	102	110
CCOC(=O)C1Cc2ccccc2CN1 (centres undefined)	-5	79	-20%	5	79	20%	8	102	94
COc1cccc(NC(=O)CSc2nnc(CN3CCOCC3)n2C)c1	0	167	-9%	0	167	2%	-9	90	98
CCCNc1nc(NCC)nc(OC)n1	-16	187	-1%	16	187	-19%	-25	78	103
CN(C)CC1(c2ccccc2)CCCC1	/	/	14%	/	/	-8%	3	95	92
CCOC(=O)N1CCN(c2nc3ccccc3nc2C(C#N)C(=O)NCCc2ccccc2)CC1 (centres undefined)	2	167	-68%	-2	167	5%	/	/	/
CC1CCN(S(=O)(=O)c2ccc(N/N=C(/C#N)C(N)=O)cc2)CC1	1	109	-12%	-1	109	-4%	/	/	/
CCCOC(=O)c1ccc(NC(=O)CCOc2ccccc2)cc1	-3	176	-8%	3	176	22%	/	/	/
O=C(CCN1CCCCCC1)c1ccccc1	-6	94	/	6	94	/	-15	49	64
COc1cccc(CNC(=O)c2ccccc2N)c1	-24	113	-5%	25	113	13%	6	100	93
Cc1ccc(NC(=O)CCCC(=O)O)c(Br)c1	/	/	-6%	/	/	6%	-7	95	103
CCNC(=S)NNC(=O)c1cc(-c2cc(C)ccc2C)nc2ccccc12	7	175	-14%	-7	175	-78%	/	/	/
Cc1csc(NC(=O)c2cc3c(s2)CCCCC3)n1	-11	131	-13%	11	131	-14%	-3	79	82
CCCc1cc2c(cc1NC(=O)c1ccccc1C)OCO2	-1	76	-5%	1	76	-11%	/	/	/
COc1ccc(NC(=O)c2cnn3c(C(F)(F)F)cc(-c4ccco4)nc23)cc1OC	3	130	/	-3	130	16%	18	88	70
CN(c1ncc(C(F)(F)F)cc1Cl)n1cc(C(N)=O)c2ccccc2c1=O	-25	155	-11%	25	155	12%	2	80	79
CCN1CCN(C(=O)CCNC(=O)Cn2ccc3ccccc3c2=O)CC1	-10	156	2%	10	156	16%	/	/	/
c1ccc(Nc2nc(-c3cccnc3)cs2)nc1	-16	129	3%	16	129	-14%	-3	94	97

20 of the compounds above, comma-delimited.
SMILES,NFkB transloc inh,NFkB transloc inh cell count 2 µM,Bcl-B TR3 displacers,NFkB transloc pot,NFkB transloc pot cell count 2 µM,PLAP inhibitors HTS,MRP resist rev,MRP resist rev cytotoxicity,MRP resist rev with doxorubicin
Cc1ccccc1OCC(O)Cn1c(NCc2ccco2)nc2c1c(=O)[nH]c(=O)n2C (centres undefined),6,97,-2%,-6,97,16%,-4,81,85
CC(=O)c1c(C)oc(C)c1CSCc1ccc(C(=O)O)o1,-10,159,46%,10,159,-53%,-27,62,89
COc1ccc(CCNC(=O)C(=O)N2CCCCC2)cc1OC,-12,106,/,12,106,/,-8,102,110
CCOC(=O)C1Cc2ccccc2CN1 (centres undefined),-5,79,-20%,5,79,20%,8,102,94
COc1cccc(NC(=O)CSc2nnc(CN3CCOCC3)n2C)c1,0,167,-9%,0,167,2%,-9,90,98
CCCNc1nc(NCC)nc(OC)n1,-16,187,-1%,16,187,-19%,-25,78,103
CN(C)CC1(c2ccccc2)CCCC1,/,/,14%,/,/,-8%,3,95,92
CCOC(=O)N1CCN(c2nc3ccccc3nc2C(C#N)C(=O)NCCc2ccccc2)CC1 (centres undefined),2,167,-68%,-2,167,5%,/,/,/
CC1CCN(S(=O)(=O)c2ccc(N/N=C(/C#N)C(N)=O)cc2)CC1,1,109,-12%,-1,109,-4%,/,/,/
CCCOC(=O)c1ccc(NC(=O)CCOc2ccccc2)cc1,-3,176,-8%,3,176,22%,/,/,/
O=C(CCN1CCCCCC1)c1ccccc1,-6,94,/,6,94,/,-15,49,64
COc1cccc(CNC(=O)c2ccccc2N)c1,-24,113,-5%,25,113,13%,6,100,93
Cc1ccc(NC(=O)CCCC(=O)O)c(Br)c1,/,/,-6%,/,/,6%,-7,95,103
CCNC(=S)NNC(=O)c1cc(-c2cc(C)ccc2C)nc2ccccc12,7,175,-14%,-7,175,-78%,/,/,/
Cc1csc(NC(=O)c2cc3c(s2)CCCCC3)n1,-11,131,-13%,11,131,-14%,-3,79,82
CCCc1cc2c(cc1NC(=O)c1ccccc1C)OCO2,-1,76,-5%,1,76,-11%,/,/,/
COc1ccc(NC(=O)c2cnn3c(C(F)(F)F)cc(-c4ccco4)nc23)cc1OC,3,130,/,-3,130,16%,18,88,70
CN(c1ncc(C(F)(F)F)cc1Cl)n1cc(C(N)=O)c2ccccc2c1=O,-25,155,-11%,25,155,12%,2,80,79
CCN1CCN(C(=O)CCNC(=O)Cn2ccc3ccccc3c2=O)CC1,-10,156,2%,10,156,16%,/,/,/
c1ccc(Nc2nc(-c3cccnc3)cs2)nc1,-16,129,3%,16,129,-14%,-3,94,97
